GLS inhibitor: blocks human kidney-isoform glutaminase activity; O94925; GLS enzymatic activity, qHTS titration; Potency, µM (titrated, usually from 45.5 µM), without a hit: top-dose activity change, negative = inhibition, most hits filed as inhibitors; hit rate 0.21% among 410,000; AID 624170; further: on the % scale 0 is the no-effect control and ±100 the full control effect
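hKGA; 45 mM KH2PO4 pH 8.2 + 0.02% Tween-20; cpd via pin tool; 1 mM Gln soln; GluOx/HRP/Amplex Red; RT 30 min; fluor. t0 & final.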
Pin1 inh: blocks the human prolyl isomerase Pin1; Q13526; Pin1 FP peptide displacement, HiFluor488, 10 min; Potency, µM (series often up to 115 µM), for inactives: at the highest dose activity, negative = inhibition, usual class: inhibitors; hit rate 0.009% among 390,000; AID 504891; active means well fitted inhibition curve with a large enough effect in the polarisation, with a control signal flat, not every such curve was filed as active; inconclusive means small, poorly fitted or top-dose-only effect, or effect the other way, or a change in a side signal; inactive means no such curve, though single readings can be large or run the other way; the % refers to the polarisation; further: on the % scale 0 is the no-effect control and ±100 the full control effect
JMJD2A Tudor inh: inhibitors of human JMJD2A Tudor domain | O75164 | AlphaScreen JMJD2A-Tudor / H3K4me3 peptide binding | Potency, µM (doses to about 114 µM), inactives show at the highest dose activity change, negative = inhibition, actives largely listed as inhibitors | hit rate 4.4% among 390,000 | AID 504339; further: on the % scale 0 is the no-effect control and ±100 the full control effect; nearly all actives have a fitted effect of over 50% in size
HP1b chromo inh: inhibitors of HP1-beta chromodomain binding to methylated histone tails; P83916; AlphaScreen HP1-beta / biotin-H3K9me3 peptide binding; Potency, µM (series often up to 114 µM), for inactives: at the top dose activity change, negative = inhibition, usual class: inhibitors; hit rate 0.56% among 390,000; AID 540317; further: nearly all actives have a fitted effect of over 70% in size; inactives centre near 23
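Compound inhibition of the preformed complex between 50 nM HP1-beta and 50 nM biotinylated H3K9me3 peptide was read by AlphaScreen. Buffer was PBS pH 7.4 with 0.01% Tween-20. Incubations ran 30 min at room temperature, with 10 ug/mL donor/acceptor beads.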
G9a block: blocks human histone lysine methyltransferase G9a | Q96KQ7 | hit rate 8.8% among 350,000 | Potency, µM (top dose mostly 102 µM), for the others: top-dose activity, negative = inhibition, actives largely listed as inhibitors | G9a H3K9 monomethylation, AlphaScreen, 2 h; further: on the % scale 0 is the no-effect control and ±100 the full control effect; nearly all actives have a fitted effect of over 75% in size
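Using a bead-based AlphaScreen, monomethylated H3K9 product from 2 h room-temperature reactions (G9a 20 nM, peptide 500 nM, SAM 20 uM) was detected with 0.5 ug/mL rabbit anti-H3K9me1 antibody.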
POLI inh: blocks human DNA polymerase iota activity; Q9UNA4; Pol iota fluorescent replication assay, 10 min; Potency, µM (top dose mostly 115 µM), without a hit: top-dose activity, negative = inhibition, hits mostly inhibitors; hit rate 1% among 390,000; AID 588590
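Pol iota at 10 nM preincubated 15 min with compounds at room temperature; reaction started with fluorescent substrate, 50 nM final. Fluorescence read kinetically at 0 and 10 min; buffer-only wells as negative control.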
Tb PGK inh: inhibitors of T. brucei phosphoglycerate kinase | PGK/GAPDH coupled, Kinase-Glo luminescence, 60 min | Potency, µM (top dose mostly 57.5 µM), inactives show at the highest dose activity change, negative = inhibition, actives largely listed as inhibitors | hit rate 0.043% among 380,000 | AID 602233; further: on the % scale 0 is the no-effect control and ±100 the full control effect; nearly all actives have a fitted effect of over 60% in size
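Recombinant glycosomal PGK reaction used 1,3-bisphosphoglycerate generated in-well by GAPDH (100nM final) in 100mM TEA pH 7.6, 5mM MgCl2, 0.01% Tween-20. After 60 minutes at room temperature, ATP was read by Kinase-Glo Plus luminescence end-point.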
BAZ2B inh: blocks human BAZ2B; AlphaScreen BAZ2B-H3K14Ac peptide displacement; Potency, µM (titrated, usually from 114 µM), for the others: top-dose activity change, negative = inhibition, hits mostly inhibitors; hit rate 4.4% among 360,000; Q9UIF8; further: on the % scale 0 is the no-effect control and ±100 the full control effect; nearly all actives have a fitted effect of over 60% in size
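Protein-peptide AlphaScreen: BAZ2B 50 nM, b-H3K14Ac 50 nM, 1x PBS pH 7.4 + 0.01% Tween-20. Preincubation 30 min RT; cpd 30 min RT (top 110 uM); beads 20 min RT, light-protected.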
BLM helicase inh: inhibitors of human Bloom syndrome helicase BLM; recombinant BLM DNA unwinding, fluorescence dequenching; AID 2528; hit rate 0.2% among 350,000; Potency, µM (top dose mostly 56.1 µM), inactives show top-dose activity change, negative = inhibition, actives largely listed as inhibitors;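 further: plate controls were vehicle for no effect and no enzyme for full effect; nearly all actives have a fitted effect of over 35% in size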
* = called active by the depositor; i = inactive; u = inconclusive; x = no result given; & = joins results of further samples; [ ] = remark or other dose. Unless noted, the call rests on the fitted dose curve; in most records, active means well fitted curve in the direction sought with a large enough effect; inconclusive means small, poorly fitted or top-dose-only effect, or another doubt; inactive means no such curve, though single readings can be large; an effect the other way counts as inactive or inconclusive. Potency means the concentration at half of the fitted maximal effect.

SMILES	GLS inhibitor	Pin1 inh	JMJD2A Tudor inh	HP1b chromo inh	G9a block	POLI inh	Tb PGK inh	BAZ2B inh	BLM helicase inh
O=C(C1CCCC1)N1CCN(S(=O)(=O)c2ccc(F)c(F)c2F)CC1	4%	-11%	-5%	4%	7%	-15%	2%	3%	-2%
CCN1CCN(C(=O)c2ccc(Cn3c(=O)[nH]c4cc(OC)c(OC)cc4c3=O)cc2)CC1	-14%	-2%	2%	21%	u	6%	-3%	7%	1%
Cc1ccc(Sc2c(CO)c(-c3ccccc3)nn2C)cc1	3%	-2%	-6%	43%[activator]	56%[activator]	-2%	i	2%	-5%
CCN1CCCC1CNC(=O)c1[nH]c2ccc(OC)cc2c1C (stereo unspecified)	20%	2%	-27%	22%	u	63%[activator]	5%	-13%	2%
COc1ccc(Cl)cc1CC=NNC(=O)c1cccc(C)c1O	17%	-4%	-33%	20%	x	10%	-6%	x	x
COc1ccc(/C(C)=N/NC(=O)CCC(=O)Nc2ccc(Cl)cc2Cl)c(OC)c1	-1%	0%	-4%	35%	4%[59 µM]	11%	5%	5%	-3%
CCc1cccc(CC)c1N(COC)C(=O)Cn1c(CC)nc2ccccc21	3%	-5%	-10%	33%	u	9%	x	-2%	-1%
O=C(NCCn1cc(SCc2ccc(F)cc2)c2ccccc21)c1cccs1	10%	4%	-13%	34%	-4%[59 µM]	6%	2%	-37%	-9%
CC(C)(O)C(=O)NN(C(=O)c1ccccc1)c1cccc(Br)c1	4%	5%	-9%	22%	9%	16%	1%	6%	2%
COc1ccc(Oc2cccc(Cl)c2CNC(=O)CSCC(=O)O)cc1	-1%	-19%	-16%	-17%	-3%	80%[activator]	-3%	-9%	-5%
CCC(CC)c1nnc(NC(=O)C2CC(=O)N(c3ccc4c(c3)OCCO4)C2)s1 (stereo unspecified)	1%	0%	-18%	13%	4%[59 µM]	-29%	-12%	u	-16%
Cc1[nH]c(C)c(S(=O)(=O)N2c3ccccc3CC2C)c1C(=O)N1CCCCC1 (stereo unspecified)	-1%	-1%	5%	20%	x	50%[activator]	-2%	-9%	-1%
CC(C(=O)Nc1cccc(S(=O)(=O)N2CCOCC2)c1)N1CCN(c2ccc(F)cc2)CC1 (stereo unspecified)	22%	1%	-24%	1%	19%[59 µM]	66%[activator]	-9%	u	-2%
CCN(CC)S(=O)(=O)c1ccc(S(=O)(=O)Nc2c(C)nn(C)c2C)cc1	1%	0%	-14%	12%	-1%[0.501 µM]	-2%	i	5%	x
CN(C)c1cccc(F)c1C(=O)NC(=O)Nc1ccc(Cl)cc1	0%	-1%	-7%	38%	x	7%	5%	x	x
C=CCNc1oc(-c2cccs2)nc1C#N	3%	0%	-14%	2%	16%[2.33 µM]	9%	-9%	-36%	-1%
CCNC(=S)N1CCN(c2nc(-c3ccc(F)cc3)cs2)CC1	0%	11%	-27%	1%	22%	-18%	-5%	-34%	-6%
O=C(NCc1cn2ccsc2n1)c1cccc(C(F)(F)F)c1	12%	-10%	-10%	32%	-5%	4%	5%	-4%	-2%
CCOC(=O)c1noc(C)c1C(=O)Nc1nc(C)cc(C)n1	-3%	5%	-5%	39%[activator]	-26%	11%	-10%	-2%	0%
COc1cccc(CNC(=O)Cn2nc(N3CCN(c4ccccc4OC)CC3)ccc2=O)c1	4%	-3%	-32%	10%	-10%[59 µM]	4%	-2%	-18%	0%
CCOc1ccc2ccccc2c1C(=O)N1CCOCC1	-2%	-4%	-13%	25%	-38%[12.7 µM]	40%[activator]	-1%	4%	2%
CSC1=NCCN1C(=O)Cc1ccc(Cl)cc1	0%	3%	-3%	62%[activator]	11%	24%	2%	-1%	-15%
COc1cc(NC(=O)C2=C(C)Nc3nnnn3C2c2ccc(SC)cc2)c(OC)cc1Cl (stereo unspecified)	-9%	-2%	u	0%	-33%[59 µM]	-22%	i	-26%	-4%
COCCCNC(=O)c1cccc(NC(=O)c2ccccc2)c1	4%	1%	-15%	-5%	u	13%	-3%	0%	4%
CCn1nc(C(=O)NCc2nnc3ccccn23)c2ccccc2c1=O	-3%	-1%	-4%	25%	u	5%	-6%	-1%	x
CC(=O)Nc1ccccc1-c1nc2ccc(C(=O)N3CCN(c4ccccc4)CC3)cc2[nH]c1=O	15%	7%	-17%	63%[activator]	45µM*	7%	-8%	2%	1%
O=C(O)CC1(CC(=O)NCc2ccncc2)CCCCC1	-2%	u	4%	25%	u	147%[activator]	-6%	22%	10%
COc1ccccc1NC(=O)COc1ccc(C(=O)NC2CCCc3ccccc32)cc1OC (stereo unspecified)	0%	16%	5%	22%	x	94%[activator]	7%	4%	-2%
CCOc1ccc(C(=O)C[n+]2ccccc2C)cc1	1%	0%	-12%	10%	16%[59 µM]	66%[activator]	-6%	-6%	-6%
O=[N+]([O-])c1ccccc1OCCN1CCOCC1	9%	-8%	-15%	9%	x	167%[activator]	i	8%	2%
Cc1cccc(C(=O)Nc2sc3c(c2C#N)CCCCC3)c1	5%	10%	-14%	21%	1%[59 µM]	22%	-3%	2%	1%
Cc1ccc(C)c(N2C(=O)N(C)c3ccccc3S2(=O)=O)c1	-4%	-2%	0%	40%[activator]	0%[59 µM]	-12%	-8%	-1%	0%
Cc1cccc(N2CCN(S(=O)(=O)c3ccc4[nH]c(=O)ccc4c3)CC2)c1C	-8%	-1%	-8%	18%	x	u	-7%	-3%	-9%
COc1ccc(CNn2c(-c3ccccc3F)nc3ccccc3c2=O)cc1OC	-1%	0%	-3%	40%[activator]	21%[59 µM]	33%[activator]	-6%	-11%	3%
COc1ccc(NS(=O)(=O)c2cc(NC(=O)c3ccco3)ccc2N2CCCC2)cc1	4%	-10%	-16%	7%	40µM*	23%	-2%	-7%	-11%
CC(C)CCn1c(SCC(=O)N2CC(=O)Nc3ccccc32)nc2scc(-c3cccs3)c2c1=O	0%	u	-19%	21%	-7%[59 µM]	u	-3%	-11%	-13%
COc1ccc(NC(=O)CN2CCCCC2)c([N+](=O)[O-])c1	2%	-8%	-31%	2%	6%[59 µM]	-28%	5%	-4%	-4%
CC1CC(C)CN(c2oc(-c3ccccc3F)nc2C#N)C1 (stereo unspecified)	-11%	2%	-13%	-26%	u	97%[activator]	-14%	-38%	-5%
CSc1ncc2ncn(C3OC(CO)C(O)C3O)c2n1 (stereo unspecified)	-8%	-8%	-13%	-9%	-11%	-2%	-1%	-3%	-8%
CC(C)[C@H](NC(=O)OCc1ccccc1)C(=O)OCC(=O)NCc1ccco1	-27%	-14%	u	-17%	x	16µM*	-16%	x	x

In a second layout: results already given
Molecule | GLS inhibitor | Pin1 inh | JMJD2A Tudor inh | HP1b chromo inh | G9a block | POLI inh | Tb PGK inh | BAZ2B inh | BLM helicase inh
CCN1CCN(C(=O)c2ccc(Cn3c(=O)[nH]c4cc(OC)c(OC)cc4c3=O)cc2)CC1 | -14% | -2% | 2% | 21% | u | 6% | -3% | 7% | 1%
Cc1ccc(Sc2c(CO)c(-c3ccccc3)nn2C)cc1 | 3% | -2% | -6% | 43%[activator] | 56%[activator] | -2% | i | 2% | -5%

More records follow:
SMILES	GLS inhibitor	Pin1 inh	JMJD2A Tudor inh	HP1b chromo inh	G9a block	POLI inh	Tb PGK inh	BAZ2B inh	BLM helicase inh
O=C(NNC(=O)c1ccccc1C(=O)O)c1ccc(S(=O)(=O)N2CCCCC2)cc1	2%	-2%	-6%	26%	20%	67%[activator]	-2%	-3%	0%
Nc1c(S(=O)(=O)c2ccccc2)c2nc3ccccc3nc2n1/N=C/c1ccco1	-2%	27%	-21%	7%	x	u	-1%	-7%	-12%
CCn1c(=O)cc(SCC(=O)N2CCN(c3cc(C)ccc3C)CC2)c2ccccc21	7%	20%	-34%	9%	u	14%	i	-29%	-9%
O=C(COC(=O)CCNS(=O)(=O)c1cccs1)Nc1ccccc1	-1%	0%	4%	36%	9%[2.33 µM]	11%	-8%	8%	x
CCOC(=O)N(Cc1ccccc1)C1CC1	-3%	-10%	-2%	28%	x	24%	-9%	x	x
CCOC(=O)c1ccc(NC(=O)c2c(NCc3cccc(OC)c3OC)sc3c2CCC3)cc1	0%	27%	-20%	28%	14µM*	14%	-7%	1%	1%
Cc1cc(C(=O)NC2CC2)c2ccccc2n1	7%	-8%	-7%	44%[activator]	-2%	84%[activator]	-16%	2%	0%
CC(NC(=O)C(=O)N1CCCCC1)C(c1cccs1)N1CCN(Cc2ccccc2)CC1 (stereo unspecified)	6%	-5%	-14%	24%	13%[0.0925 µM]	17%	-9%	-6%	1%
COc1cccc(N2[C@@H](CC(C)=O)c3ccccc3S2(=O)=O)c1	-11%	0%	-18%	38%	x	19%&8%	-1%	x	x
COc1ccc(-c2nnc3ccc(SCC(=O)N4CCCCCC4)nn23)cc1OC	-17%	-4%	-28%	34%	u	u	-5%	7%	1%
CC1=NN(C(=O)c2ccc(C)cc2)C(O)(C(F)(F)OC(F)(F)F)C1 (stereo unspecified)	u	-2%	-8%[57.1 µM]	-11%	15%	12%	11%	-1%	-2%
O=c1cc(CN2CCN(S(=O)(=O)/C=C/c3ccccc3)CC2)c2ccc(O)cc2o1	6%	35%[activator]	-28%	10%	9%[59 µM]	u	0%	-1%	-22%
O=C(Nc1ccc(Br)cc1)c1cccc(S(=O)(=O)Nc2cnc3ccccc3c2)c1	3%	10%	-34%	-3%	-16%[59 µM]	86%[activator]	-3%	u	-7%
CSc1nc(-c2ccccc2)nn1S(=O)(=O)c1ccccc1	3%	-8%	5%	20%	u	-6%	i	0%	3%
COc1ccc2nc(N(Cc3cccnc3)C(=O)C3CCCCC3)sc2c1	2%	0%	-12%	30%	-22%[59 µM]	29%	-4%	-14%	-8%
Cc1ccccc1C(=O)N1CCN(c2ccc(NC(=O)c3ccco3)cc2)CC1	20%	5%	1%	17%	-28%[59 µM]	7%	-3%	-21%	0%

An excerpt; rates above refer to the full screens.
